High-throughput results deposited in PubChem BioAssay by National Center for Advancing Translational Sciences (NCATS).
Anesthetic bind – binds horse apoferritin like a general anesthetic | P02791 | Potency, µM (highest dose often 77.5 µM), for the others: top-dose activity change, negative = displacement, usual class: inhibitors | AID 485281 | 0.074% of 350,000 active | apoferritin/1-aminoanthracene competitive binding, fluorescence; note: potency is the fitted concentration of half-maximal effect; % is set by controls: 0 for no effect and ±100 for the full control effect; nearly all actives have a fitted effect of over 20% in size
Target sequence (P02791 2-175 limits assumed): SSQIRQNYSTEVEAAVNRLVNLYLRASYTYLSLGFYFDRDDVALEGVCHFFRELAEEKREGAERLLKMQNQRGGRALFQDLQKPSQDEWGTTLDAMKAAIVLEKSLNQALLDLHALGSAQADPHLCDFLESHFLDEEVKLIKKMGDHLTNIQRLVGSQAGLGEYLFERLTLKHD
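Concentration-response curves derived by four-parameter Hill fitting of normalized fluorescence, where compounds displaced 1-AMA from 10 uM horse apoferritin following a brief 10 min room-temperature incubation; propofol titration acted as positive control.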
D1 PAM – potentiators of human D1 dopamine receptor; P21728; HEK293 TREx D1 cells, calcium flux, dopamine EC20 potentiation; potentiation, % at 10 µM; 0.036% of 360,000 active; AID 504651; in the data active = potentiation above about 30%; note: 0% is about no effect
Target sequence (P21728 whole entry, looked up): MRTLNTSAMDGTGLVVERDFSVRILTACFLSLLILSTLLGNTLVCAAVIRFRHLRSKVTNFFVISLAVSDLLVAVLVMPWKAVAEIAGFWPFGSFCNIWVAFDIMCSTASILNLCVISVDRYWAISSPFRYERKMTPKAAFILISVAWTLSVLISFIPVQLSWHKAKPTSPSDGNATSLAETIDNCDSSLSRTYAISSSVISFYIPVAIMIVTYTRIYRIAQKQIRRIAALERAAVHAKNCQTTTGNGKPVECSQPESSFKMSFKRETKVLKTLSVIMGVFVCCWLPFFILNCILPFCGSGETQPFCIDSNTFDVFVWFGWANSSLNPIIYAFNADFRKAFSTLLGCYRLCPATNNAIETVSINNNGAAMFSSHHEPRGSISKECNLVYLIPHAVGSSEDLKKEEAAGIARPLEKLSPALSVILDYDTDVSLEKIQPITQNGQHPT
D1 antagonist – human D1 dopamine receptor antagonism. P21728. HEK293 TREx D1 cells, calcium flux, dopamine EC80; stronger effect = lower value. activity change, negative = inhibition, % at 10 µM. 3.2% of 360,000 active; in the data active = activity change below about -30%; note: % is set by controls: 0 for no effect and ±100 for the full control effect
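Cells carrying a force-coupled, tetracycline-inducible human D1 receptor report calcium flux. Each well gets a 10 s baseline, compound with 180 s monitoring, then an EC80 dopamine stimulus with a second 180 s kinetic read.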
D1 agonist – activates the human D1 dopamine receptor; P21728; HEK293 T-REx D1 cells, calcium flux, agonist mode; activation, % at 2 µM; 1% of 360,000 active; in the data active = activation above about 30%; note: 0% is about no effect
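Agonism was scored from calcium flux recorded over 180 s (1 read/s) after pintool compound addition, following a 10-cycle baseline. Cells were inducible force-coupled HEK293 TREx D1, plated overnight at 30 C and loaded with no-wash calcium dye.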
TRHR PAM – TRH receptor (human) allosteric enhancement. P34981. TRHR cells, fluo-8 calcium fluorescence, EC20 TRH enhancement. enhancement, % at 2 µM. 0.66% of 360,000 active. AID 493056; in the data active = enhancement above about 30%; note: 0% is about no effect
Target sequence (P34981 whole entry, looked up): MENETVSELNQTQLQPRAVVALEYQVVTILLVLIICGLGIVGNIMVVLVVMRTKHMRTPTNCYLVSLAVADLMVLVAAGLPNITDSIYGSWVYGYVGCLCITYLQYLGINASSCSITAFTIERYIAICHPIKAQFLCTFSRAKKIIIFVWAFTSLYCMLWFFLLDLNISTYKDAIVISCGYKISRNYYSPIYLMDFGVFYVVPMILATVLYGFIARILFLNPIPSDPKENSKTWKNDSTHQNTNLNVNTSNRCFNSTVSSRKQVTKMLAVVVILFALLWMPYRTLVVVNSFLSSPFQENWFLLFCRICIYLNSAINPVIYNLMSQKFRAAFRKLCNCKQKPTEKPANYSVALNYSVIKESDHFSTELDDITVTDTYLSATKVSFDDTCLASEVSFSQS
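TRHR-expressing cells loaded with fluo-8 calcium dye were read kinetically (ex 480/em 530) during compound addition, then stimulated with an EC20 of TRH (10 nM final). Enhancement of the Gq-mediated intracellular calcium response was scored.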
TRHR ag – TRH receptor (human) agonism; P34981; TRHR cells, calcium flux fluo-8, FDSS agonist mode; activation, % at 2 µM; 0.18% of 360,000 active; AID 493084; in the data active = activation above about 30%; note: 0% is about no effect
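Fluo-8-loaded TRHR cells; 10 s baseline, compound added, kinetic Ca2+ fluorescence read 1/s, agonist mode.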
RXFP1 agonist – activates the human relaxin receptor RXFP1. HEK293T-RXFP1 cAMP TR-FRET, 30 min; response scale: percent of porcine relaxin response, buffer zero. Q9HBX9. 0.3% of 370,000 active. Potency, µM (doses to about 57.5 µM), for inactives: at the top dose activation, most hits filed as activators; note: potency is the fitted concentration of half-maximal effect; % is set by controls: 0 for no effect and ±100 for the full control effect; nearly all actives have a fitted effect of over 60% in size; many of its hits are not listed in these tables
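HEK293T cells stably expressing RXFP1 were pretreated with the PDE4 inhibitor Ro 20174, exposed to compounds for 30 min at 37C, lysed, and cAMP was read by TR-FRET. Data normalized to buffer (basal) and 29 nM porcine relaxin (100%).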
RXFP1 antag – antagonists of human relaxin receptor RXFP1 | Q9HBX9 | HEK293-RXFP1, relaxin-stimulated cAMP HTRF, 30 min; stronger effect = lower value | activity change, negative = inhibition, % at 57.5 µM | 0.59% of 350,000 active;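 active = activity change of -60% or lower, but not beyond a set lower limit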; note: % is set by controls: 0 for no effect and ±100 for the full control effect
D2 PAM – D2 dopamine receptor (human) potentiation; P14416; HEK293 T-REx D2, calcium flux, EC20 dopamine potentiation; potentiation, % at 10 µM; 0.34% of 340,000 active; AID 485347;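 active = potentiation over 3 SD above the plate norm, cut at about 30% in these data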; note: 0% is about no effect
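Potentiation of an EC20 dopamine calcium response is measured in a force-coupled, tetracycline-inducible Hek293 Trex D2 line. Compound-only kinetic reads over 180 s flag agonists before dopamine addition.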
Starred values were filed as active, the others as inactive; x = not tested or not shown; & = joins results of further samples; [ ] = dose if it differs, or a comment. Unless noted, calls come from the whole dose curve; as a rule, active = well fitted curve in the direction sought with a large enough effect; inconclusive = small, poorly fitted or top-dose-only effect, or another doubt; inactive = no such curve, though single readings can be large; an effect the other way counts as inactive or inconclusive. An excerpt, so the mix of outcomes need not match the whole.

SMILES	Anesthetic bind	D1 PAM	D1 antagonist	D1 agonist	TRHR PAM	TRHR ag	RXFP1 agonist	RXFP1 antag	D2 PAM
CCNC(=S)NNC(=O)c1cc(C)on1	-7.2%	1.8	-8.3	2.5	-4.8	0.4	1.0%	-22.1	-2.4
COc1cc(C(CC(=O)N2CCN(c3ccccc3)CC2)c2c(OC)cc(OC)c3ccc(=O)oc23)cc(OC)c1OC (stereo not drawn)	-12.9%&-1.9%	-7.8	-42.4*	1.3	-8.3	0.1	-0.7%	x	-3.8
CSc1ccc(CCNC(=O)C2CCCN(S(=O)(=O)N3CCOCC3)C2)cc1 (stereo not drawn)	-1.4%	0.8	-17.0	4.2	-1.0	-0.1	-0.6%	9.2	-1.0
O=C(NCC(c1cccnc1)N1CCc2ccccc2C1)C(=O)Nc1ccc(F)cc1F (stereo not drawn)	49.3%[activator]	0.9	-4.3	1.4	2.4	-0.8	-3.6%	-15.7	-3.6
CCOC(=O)/C(=C/c1c2ccccc2cc2ccccc12)NC(=O)c1ccccc1	-6.9%	2.5	26.6	1.6	-1.9	0.2	2.0%	-2.4	x
CCn1c(=O)c(=O)[nH]c2cc(C(=O)NCc3ccc(F)cc3)ccc21	-8.1%	-6.2	-18.1	2.3	13.6	0.2	4.3%	10.2	1.2
COc1cc(CC(NC(C)=O)C(=O)NC2CCN(c3c4c(nc5ncnn35)CCC4)CC2)cc(OC)c1 (stereo not drawn)	-3.5%	-0.9	-5.7	3.3	8.6	0.1	9.6%	x	10.8
Cc1ccc2nc(SCC(=O)Nc3cccc(S(N)(=O)=O)c3)[nH]c2c1	1.7%	-1.5	6.1	2.4	5.3	-1.4	1.0%	0.1	23.5
O=C(CN1CCN(Cc2ccccc2)CC1)Nc1ccc(Cl)cn1	5.4%	-3.0	-5.1	0.2	-0.6	-1.6	2.3%	-1.4	-14.9
CCOC(=O)c1cnn(-c2nc(OCC)cc(OCC)n2)c1C	1.3%	-7.0	-1.3	0.4	-4.3	-0.4	-1.2%	-2.9	-4.5
COc1ccc(Nc2ncnc3ccc(C)cc23)cc1	-7.9%	3.4	7.8	-4.1	-0.2	-0.4	2.7%	0.0	9.7
COc1ccc(C(=O)Nc2onc3c2CCCC3)cc1	-6.8%	2.5	-17.5	-1.1	-2.7	0.0	-0.1%	2.4	-11.8

Compound profiles (already shown). Values in the order: Anesthetic bind	D1 PAM	D1 antagonist	D1 agonist	TRHR PAM	TRHR ag	RXFP1 agonist	RXFP1 antag	D2 PAM
CCNC(=S)NNC(=O)c1cc(C)on1 is listed as -7.2%	1.8	-8.3	2.5	-4.8	0.4	1.0%	-22.1	-2.4
COc1cc(CC(NC(C)=O)C(=O)NC2CCN(c3c4c(nc5ncnn35)CCC4)CC2)cc(OC)c1 (stereo not drawn) is listed as -3.5%	-0.9	-5.7	3.3	8.6	0.1	9.6%	x	10.8
O=C(NCC(c1cccnc1)N1CCc2ccccc2C1)C(=O)Nc1ccc(F)cc1F (stereo not drawn) is listed as 49.3%[activator]	0.9	-4.3	1.4	2.4	-0.8	-3.6%	-15.7	-3.6
CSc1ccc(CCNC(=O)C2CCCN(S(=O)(=O)N3CCOCC3)C2)cc1 (stereo not drawn) is listed as -1.4%	0.8	-17.0	4.2	-1.0	-0.1	-0.6%	9.2	-1.0
COc1cc(C(CC(=O)N2CCN(c3ccccc3)CC2)c2c(OC)cc(OC)c3ccc(=O)oc23)cc(OC)c1OC (stereo not drawn) is listed as -12.9%&-1.9%	-7.8	-42.4*	1.3	-8.3	0.1	-0.7%	x	-3.8

Shown in markdown: part of the list above.
| Structure | Anesthetic bind | D1 PAM | D1 antagonist | D1 agonist | TRHR PAM | TRHR ag | RXFP1 agonist | RXFP1 antag | D2 PAM |
| --- | --- | --- | --- | --- | --- | --- | --- | --- | --- |
| COc1ccc(C(=O)Nc2onc3c2CCCC3)cc1 | -6.8% | 2.5 | -17.5 | -1.1 | -2.7 | 0.0 | -0.1% | 2.4 | -11.8 |
| COc1ccc(Nc2ncnc3ccc(C)cc23)cc1 | -7.9% | 3.4 | 7.8 | -4.1 | -0.2 | -0.4 | 2.7% | 0.0 | 9.7 |

(continued)
SMILES	Anesthetic bind	D1 PAM	D1 antagonist	D1 agonist	TRHR PAM	TRHR ag	RXFP1 agonist	RXFP1 antag	D2 PAM
CC(=NCCN1CCN(C(=S)Nc2ccccc2)CC1)C1=C(O)CC(C)(C)CC1=O	-9.9%	1.4	-1.6	0.0	2.2	-0.2	-2.3%	-2.8	-5.1
Cc1ccc(CSc2nc3ccsc3c(=O)n2Cc2ccccn2)cc1	-2.4%	-5.1	10.3	5.1	-5.9	-0.1	-0.1%	3.4	6.4
O=C(CCn1cnc2ccccc21)N/N=C/c1ccccc1O	10.3%	0.8	2.8	0.5	10.2	1.0	-0.7%	-3.9	6.9
O=C(c1ccc(F)c(S(=O)(=O)N2CCOCC2)c1)N1CCN(c2ccc(F)cc2)CC1	x	-3.6	6.5	3.4	7.8	-0.3	-0.3%	-7.7	5.9
CCC(C)NC(=O)Cn1cnc2sc(C)cc2c1=O (stereo not drawn)	-10.3%	0.7	-5.9	2.6	3.3	0.7	-1.0%	2.2	-3.6
COc1cc(/C=C2\C(=N)N3N=CSC3=NC2=O)cc(Br)c1OC(=O)c1ccco1	-15.6%	-0.6	4.9	3.6	-1.0	0.8	1.8%	-15.7	-9.1
O=C(CSC1=NCCS1)Nc1ccnc2ccccc12	-7.8%	2.1	-24.8	9.9	-2.5	-0.1	0.3%	-19.4	6.1
CCOc1ccccc1NC(=O)C1CCCN(S(=O)(=O)c2cn(C)cn2)C1 (stereo not drawn)	6.3%	0.7	-15.7	-2.1	3.3	0.4	1.0%	0.4	1.1
COc1ccc(NS(=O)(=O)c2cc(NC(=O)c3ccco3)ccc2N2CCCCC2)cc1	-12.4%	-3.8	13.1	3.1	-1.8	0.7	2.5%	4.4	5.7
O=C1CSC(c2ccccc2)N1c1nc(-c2ccc(Cl)cc2Cl)cs1 (stereo not drawn)	-2.6%	-4.1	28.4	0.7	-1.1	0.0	8.1%	-7.6	13.2
COc1ccc(S(=O)(=O)N(C)CC(=O)NCc2ccco2)cc1Cl	-5.2%	2.5	-16.6	2.2	-19.7	-0.9	0.6%	0.1	6.4
CSc1ccc(Cl)c(C(=O)Nc2ccc(N3CCOCC3)cc2)c1	-11.8%	-1.6	-9.3	-0.4	5.7	0.1	-0.4%	-2.8	-1.2
Cc1cccc(C)c1NC1=NC(=S)N(c2ccccc2)C12CCOC(C)(C)C2 (stereo not drawn)	-12.4%	-0.2	17.2	1.1	-7.4	-0.3	-0.1%	-20.6	-7.4
NC(=O)c1ccccc1-c1nc(-c2ccccc2)no1	-10.3%	-7.9	-4.4	5.6	1.0	-0.4	0.2%	2.5	9.7
CCn1c(CNc2ccc(F)cc2)nnc1SCC#N	-2.7%	-3.0	-10.4	2.7	-2.9	-1.0	-0.1%	-33.1	4.2
c1ccc2c(c1)oc1c(NCCCn3ccnc3)ncnc12	-10.1%	-4.8	1.7	0.6	4.0	-0.4	3.8%	4.9	12.6
CC(C)NC(=O)c1ccc(COCC(F)(F)C(F)F)cc1	-22.5%	5.4	-0.8	0.2	-0.7	-0.4	0.4%	1.0	11.4
CCC(C)(C)NC(=O)C(c1ccc(F)cc1)N(Cc1cccs1)C(=O)c1cnccn1 (stereo not drawn)	-11.1%	-6.0	-8.1	-0.5	0.8	-0.4	-0.8%	1.6	0.7
CCN(CC)CCN1C(=O)c2oc3ccccc3c(=O)c2C1c1ccccc1 (stereo not drawn)	-16.7%	-0.3	-3.5	2.3	2.4	-0.4	1.5%	-5.2	7.6
COC(=O)Cn1c(=NC(=O)c2cccc(OC)c2)sc2cc(OC)ccc21	0.7%	-1.7	3.4	3.2	-0.4	0.1	20.6%	-14.5	-4.8
O=C(NC(=O)N1CCN(c2ccc([N+](=O)[O-])cn2)CC1)c1c(Cl)cccc1Cl	-3.7%	4.5	15.4	2.6	-4.8	0.5	1.0%	-12.6	1.2
COc1ccc(-n2cc(CNCCCN3CCCC3=O)c(-c3ccccc3Cl)n2)cc1	-8.2%	-3.7	10.6	2.9	4.2	1.1	-1.8%	-4.6	-10.8
Cc1ccc(Cn2c(C)c3cnn(CC(=O)NCc4ccccn4)c(=O)c3c2C)cc1	-20.5%	-9.5	-2.0	2.3	-5.2	0.1	-0.6%	0.2	18.4
CCCNS(=O)(=O)c1ccc(CCC(=O)N2CCC(C)CC2)cc1	-9.3%	-4.2	-4.6	1.4	6.4	-0.6	1.2%	8.7	-5.3
O=C(c1cccn2c(=O)c3cc4ccccc4cc3nc12)N1CCN(c2ccccc2)CC1	-8.5%	2.4	-2.7	11.1	10.5	0.9	-0.3%	x	9.9
CCOc1c2ccc(C(=O)NCc3ccc(C)cc3)cc2nn1CC	-1.2%	6.8	-2.2	-0.1	3.2	-0.8	4.6%	x	-7.6
O=C(COC(=O)Cn1cnc2ccccc21)Nc1cc2c(cc1Cl)C(=O)c1ccccc1C2=O	-11.3%	-13.4	-17.4	3.0	0.0	0.0	1.6%	-0.7	7.0
CCOc1ccc(-n2nc3ccc(NC(=O)COc4ccccc4C)cc3n2)cc1	8.9%	-1.8	0.7	2.2	11.3	0.6	0.9%	0.1	1.2
Cc1ccc(-n2nc3c(=O)n(CCCC(=O)NCc4ccc(Cl)cc4)nc(C)c3c2C)cc1	41.2%[activator]	-3.9	5.9	0.3	4.8	0.3	0.4%	-20.5	6.8
O=C(N/N=C/c1ccc(O)cc1)c1csc2ccccc12	-14.9%	-2.0	-57.1*	1.1	-6.2	-0.4	1.0%	-8.2	4.4
CCOCCCNC(=O)C(NC(=O)Cc1c[nH]c2ccccc12)c1ccc(OC)cc1 (stereo not drawn)	7.8%	-7.4	8.2	2.3	3.2	0.3	0.8%	3.6	15.0
Cc1cc(NC(=O)c2ccc3c(c2)C(=O)N(C2CCCCC2)C3=O)no1	7.2%	-1.6	-0.7	5.0	18.0	0.4	8.4%	-13.9	-5.2
CC1CCN(C(=O)C(=O)Nc2sc3c(c2C(=O)O)CC(C)(C)OC3)CC1	-9.4%	7.5	-58.2*	3.0	7.3	0.3	3.0%	3.5	-1.7
Cc1ccc(NC(=S)N(CCN(C)C)Cc2cccs2)cc1	-11.8%	-8.3	-36.3*	4.2	-0.8	-0.5	1.5%	-3.3	-0.8
